# MEKK2 mut-MEK5: MEK5 binding signal on mutant MEKK2 PB1, primary screen, biochemical, multiplex bead flow cytometry, Alexa488-MEK5 | Alexa488-MEK5 binding to MEKK2 mutant | AID 1530, 2009 | hit rate 0.35% among 290,000 | percent response, % at 10 µM; in the data active = percent response above about 24%, passing the limit was not always enough; note: inactives centre near 1; some results filed as inactive read as strong as hits
# VIM-2 inh: VIM-2 metallo-beta-lactamase inhibitors, primary screen, biochemical, epi-absorbance readout, Pseudomonas aeruginosa enzyme; purified VIM-2, nitrocefin hydrolysis, epi-absorbance fluorescence; inhibition, % at 5.6 µM; hit rate 0.89% among 290,000; AID 1527, 2009;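 active = inhibition above the mean of all tested compounds plus 3 SD, cutoff set per screening run, cut at about 7.5% in these data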;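 note: red hydrolysis product quenches plate fluorescence so inhibitors raise well fluorescence; 0% = enzyme with DMSO and 100% = DMSO without enzyme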
# SUMO HTRF inh: inhibitors of in vitro SUMOylation cascade, primary screen, biochemical, HTRF, uHTS. SUMO-conjugating enzyme UBC9 (Homo sapiens), P63279. HTRF SUMOylation assay, SAE1/SAE2 + UBC9. inhibition, % at 35 µM. hit rate 0.36% among 290,000. AID 2006, 2009; in the data active = inhibition above about 50%, passing the limit was not always enough; note: strong numbers were not always called active
# Target sequence (P63279 whole entry, looked up): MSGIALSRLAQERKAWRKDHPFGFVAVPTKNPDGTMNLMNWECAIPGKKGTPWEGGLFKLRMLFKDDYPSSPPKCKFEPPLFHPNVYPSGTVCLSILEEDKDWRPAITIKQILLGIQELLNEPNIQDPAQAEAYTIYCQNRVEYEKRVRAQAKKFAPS
# HCV NS3 hel inh: inhibitors of HCV NS3 helicase, primary screen, biochemical, Cy5 molecular beacon fluorescence; Hepatitis C virus NS3 helicase; hit rate 0.56% among 290,000; inhibition, % at 10.9 µM; NS3 helicase DNA unwinding;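 active = inhibition above the mean of all tested compounds plus 3 SD, set per campaign, cut at about 35% in these data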;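 note: 0% = DMSO wells and 100% = thioflavine S control wells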
#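 System: HCV NS3 helicase fragment; control set: DMSO and thioflavine S; technique: Cy5 fluorescence at 0 and 60 min, beacon hairpin quenching; reagent: beacon DNA duplex substrate plus ATP; replicates: singlicate; schedule: 1 h reaction at 25 °C, ATP-initiated; medium: MOPS buffer pH 6.5 with MgCl2, DTT, Tween20, BSA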
# IMP-1 inhibitor: IMP-1 metallo-beta-lactamase inhibitors, primary screen, biochemical, epi-absorbance readout, Pseudomonas aeruginosa enzyme; metallo-beta-lactamase IMP-1 (Pseudomonas aeruginosa); hit rate 0.45% among 290,000; inhibition, % at 5.6 µM; purified IMP-1, nitrocefin hydrolysis, epi-absorbance fluorescence; AID 1556, 2009;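 active = inhibition above the mean plus 3 SD of all compounds in the same screening run, cut at about 4.5% in these data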;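 note: 0% = IMP-1 with DMSO and 100% = DMSO wells lacking enzyme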
#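 system = purified recombinant IMP-1 beta-lactamase | amount = 0.2 nM IMP-1, as dispensed | medium = HEPES buffer pH 7.1 with ZnSO4 and Brij 35 | times = 25 °C, 15 min preincubation, 25 min reaction | detection = plate fluorescence quenching by hydrolysis product, ex 480/em 530 nm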
# PfM18AAP inh: PfM18AAP inhibitors, malaria aminopeptidase, primary screen, biochemical, QFRET, recombinant enzyme. H-Glu-NHMec fluorogenic cleavage. inhibition, % at 7.35 µM. hit rate 1.2% among 290,000;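 active = inhibition above the campaign mean inhibition over all tested compounds plus 3 SD, cut at about 28% in these data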;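 note: 0% = plate median of test compound wells and 100% = 2 mM ZnCl2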
# NALP1 yeast inh: NALP1 inflammasome inhibitors in reconstituted yeast, colorimetric, S. cerevisiae, triplicate retest. S. cerevisiae NALP1/ASC/caspase-1 growth, X-gal OD620, 72 h. inhibition, % at 10 µM. hit rate 0.61% among 280,000. AID 2071, 2009; in the data active = inhibition mostly above about 24%, no sharp cut-off; inactive = mostly below about 32%; note: some compounds called inactive have numbers as strong as hits
# DNA FID counter: compounds displacing fluorescent DNA intercalator, primary screen, artefact control for HCV NS3 helicase inhibitor project, biochemical, FID fluorescence. DNA fluorescent intercalator displacement. inhibition, % at 7.9 µM. hit rate 0.17% among 290,000; in the data active = inhibition above about 37%;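 note: 0% = vehicle and 100% = reference compound; higher means more ethidium bromide displaced from hairpin DNA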
# MEKK2 WT-MEK5: modulators of MEK5 binding to wildtype MEKK2, primary screen, biochemical, multiplex bead flow cytometry, Alexa488-MEK5; Mitogen-activated protein kinase kinase kinase 2 (Homo sapiens), Q9Y2U5; Alexa488-MEK5 binding to MEKK2 WT; actives lie on both sides; binding response (% of control), % at 10 µM; hit rate 1.1% among 290,000; in the data active = binding response below about 67% or above about 130%
# The depositor's hits bear a star. No enrichment for hits, and some 4.7% of all compounds hit somewhere here.
SMILES,MEKK2 mut-MEK5,VIM-2 inh,SUMO HTRF inh,HCV NS3 hel inh,IMP-1 inhibitor,PfM18AAP inh,NALP1 yeast inh,DNA FID counter,MEKK2 WT-MEK5
O=C1NC(=O)/C(=C\c2ccc(Cl)nc2)S1,-1,-3.8,4,4,-4.7,6,8,0,107
Cc1cccc(NC(=O)C(c2ccccc2Cl)N2CCOCC2)c1 (centres undefined),-16,1.3,-1,10,-1.0,-12,2,-25,75
C=CCc1cccc(CNc2nc3ccccc3n2C)c1O,9,-1.4,-5,-12,-1.5,5,10,3,109
O=C1c2cccc3cccc(c23)C(=O)N1Cc1ccccc1,-9,1.5,0,6,-3.7,-10,4,10,98
COc1cccc(C(=O)C2CCCN(Cc3cn(C)nc3-c3ccccc3)C2)c1 (centres undefined),8,-2.8,3,-3,-1.7,2,7,11,105
Cc1cccc(-c2noc(CCC(=O)NCCc3ccccc3)n2)c1,5,-0.1,4,-12,-0.2,-8,7,-22,102
CN(Cc1ccsc1)C(=O)Cn1cc(Br)ccc1=O,1,-0.5,15,11,-1.0,-6,31,1,105
CC12CCC(C(=O)Nc3nccs3)(OC1=O)C2(C)C (centres undefined),-3,-2.6,-3,2,-4.6,-1,4,-1,93
CCCc1c2ccccc2nc2ccccc12,1,-3.5,21,-6,-3.1,-1,43,-2,104
CC(C)(C)C(=O)NC(=S)Nc1ccccc1C(=O)Nc1ccccc1,-3,-1.0,17,8,17*,3,18,1,91
CC1CCC2(CC1)NC(=O)N(CC(=O)c1cccn1C)C2=O (centres undefined),0,-0.9,-16,2,-2.3,2,-1,-4,109
Cc1cccc(C)c1N1CCN(CCn2c(=S)[nH]c3ccccc3c2=O)CC1,2,-2.9,2,-44,-0.8,-3,-1,-9,103
O=C(NC1CCS(=O)(=O)C1)C1CCCN(S(=O)(=O)c2ccc(Cl)cc2)C1 (centres undefined),16,0.1,2,18,-3.8,-5,16,-2,102
COc1ccc(C2NC(=O)c3n[nH]c(C)c32)c(OC)c1 (centres undefined),9,-2.9,6,-4,-2.1,1,0,2,111
Cc1cccc(NS(=O)(=O)c2ccc(C(=O)NCC(c3ccccc3)N(C)C)cc2)c1C (centres undefined),14,-2.8,-1,-38,-2.7,-5,4,36,117
Cc1nc(N2CCCCC2)sc1C(=O)c1ccc(Cl)c([N+](=O)[O-])c1,0,-2.1,-14,-8,-3.2,0,16,-6,99
C=CCN(c1ccc(C(=O)N2CCN(c3ccc(F)cc3)CC2)cc1)S(C)(=O)=O,4,-7.0,8,5,-4.9,3,32,-21,100
CC(C)(C)c1ccc(OCCNC(=S)NC(=O)c2cccnc2)cc1,-2,-2.9,-39,-6,-3.1,0,30,-16,102
COc1cc(-c2c(C#N)c(=O)[nH]c3c2c(C)nn3-c2ccccc2)ccc1O,3,-0.6,21,18,-2.4,15,-10,-39,102
COc1ccc(Cn2nnnc2CN2CCc3ccccc32)cc1,-4,-1.9,12,5,0.1,-3,2,-8,92
CCCCNC(=O)CN1C(=O)COc2ccc(S(=O)(=O)N3CCCCCC3)cc21,-3,-0.4,8,-3,-1.4,-12,23,-33,100
COc1ccc(C(=O)Nc2ccc3ccccc3c2)cc1OC,18,-4.3,6,-8,-2.3,-2,5,-15,108
Cc1ccc(-n2nnnc2-c2cccnc2)cc1,-6,-2.5,11,-1,-1.4,1,15,-4,102
O=C(Nc1nc2c(s1)CCCC2)c1ccc(N2C(=O)CCC2=O)cc1,-1,-2.2,-2,-4,2.5,-1,13,-20,103
O=C(/C=C/c1c(Cl)cccc1Cl)Nc1ccncc1,-3,-3.1,9,-4,1.6,-2,-27,8,102
COc1ccc(C2Nc3ccccc3C(=O)N2NC(=O)c2ccccc2)cc1OC (centres undefined),2,-2.6,-10,-2,-2.2,4,-10,-5,100
COc1ccc(NC(=O)C2CCN(S(C)(=O)=O)CC2)cc1,-1,-2.7,-20,-4,-5.3,-8,-12,4,96
COc1ccc(/C=N/NS(=O)(=O)c2ccccc2)cc1OS(=O)(=O)c1ccccc1,-3,-1.5,-6,-9,-0.7,5,16,0,97
CCOC(=O)c1c(NC(C)=O)sc(/C(C)=N/Nc2ccc(C(=O)O)cc2)c1C,2,0.0,8,29,-2.3,3,-1,-30,101
Clc1ccc(COc2ccccc2CNCc2cccnc2)cc1,1,-3.7,-1,-12,-1.6,-7,-10,9,103

# 10 of the compounds above, with bars between the fields:
mol | MEKK2 mut-MEK5 | VIM-2 inh | SUMO HTRF inh | HCV NS3 hel inh | IMP-1 inhibitor | PfM18AAP inh | NALP1 yeast inh | DNA FID counter | MEKK2 WT-MEK5
COc1ccc(Cn2nnnc2CN2CCc3ccccc32)cc1 | -4 | -1.9 | 12 | 5 | 0.1 | -3 | 2 | -8 | 92
CCCCNC(=O)CN1C(=O)COc2ccc(S(=O)(=O)N3CCCCCC3)cc21 | -3 | -0.4 | 8 | -3 | -1.4 | -12 | 23 | -33 | 100
COc1ccc(C(=O)Nc2ccc3ccccc3c2)cc1OC | 18 | -4.3 | 6 | -8 | -2.3 | -2 | 5 | -15 | 108
Cc1ccc(-n2nnnc2-c2cccnc2)cc1 | -6 | -2.5 | 11 | -1 | -1.4 | 1 | 15 | -4 | 102
O=C(Nc1nc2c(s1)CCCC2)c1ccc(N2C(=O)CCC2=O)cc1 | -1 | -2.2 | -2 | -4 | 2.5 | -1 | 13 | -20 | 103
O=C(/C=C/c1c(Cl)cccc1Cl)Nc1ccncc1 | -3 | -3.1 | 9 | -4 | 1.6 | -2 | -27 | 8 | 102
COc1ccc(C2Nc3ccccc3C(=O)N2NC(=O)c2ccccc2)cc1OC (centres undefined) | 2 | -2.6 | -10 | -2 | -2.2 | 4 | -10 | -5 | 100
COc1ccc(NC(=O)C2CCN(S(C)(=O)=O)CC2)cc1 | -1 | -2.7 | -20 | -4 | -5.3 | -8 | -12 | 4 | 96
COc1ccc(/C=N/NS(=O)(=O)c2ccccc2)cc1OS(=O)(=O)c1ccccc1 | -3 | -1.5 | -6 | -9 | -0.7 | 5 | 16 | 0 | 97
CCOC(=O)c1c(NC(C)=O)sc(/C(C)=N/Nc2ccc(C(=O)O)cc2)c1C | 2 | 0.0 | 8 | 29 | -2.3 | 3 | -1 | -30 | 101

# More structures.
SMILES,MEKK2 mut-MEK5,VIM-2 inh,SUMO HTRF inh,HCV NS3 hel inh,IMP-1 inhibitor,PfM18AAP inh,NALP1 yeast inh,DNA FID counter,MEKK2 WT-MEK5
Cc1ccccc1S(=O)(=O)Cc1ccc(C(=O)NCc2cccs2)o1,2,-2.6,7,3,-2.7,8,6,-22,111
Cc1sc2nc(CSc3nnc(Cc4cccs4)n3C3CCCCC3)[nH]c(=O)c2c1C,5,-6.7,22,8,-1.9,3,-16,-7,98
C=CCn1c(SCC(=O)N2CCOCC2)nc(O)c(Cc2ccccc2)c1=O,-8,-2.3,18,3,-2.6,-1,19,-4,96
COc1ccc(/C=C2\N=C(C)OC2=O)cc1[N+](=O)[O-],3,-2.5,-10,15,-2.4,-7,39*,-2,103
Cc1cccc(N(CC(=O)NCc2ccco2)C(=O)CCC(=O)Nc2ccccn2)c1C,-1,-2.2,-16,-10,-3.1,8,11,-38,100
Cc1ccc(SCc2ccc(C(=O)N3CCCCC3)cc2)cc1,0,-5.0,8,-3,-2.5,2,10,-45,101
S=C(NCCc1cccc(Cl)c1)NCc1ccccc1,0,-5.4,0,-11,-1.6,1,-8,-10,107
CC(=O)Nc1ccc(-c2cc(NC(C)=O)n(-c3ccccc3)n2)cc1,4,0.6,9,4,1.0,2,35,-3,99
O=C1Nc2ccccc2/C1=C/c1ccccc1F,9,-0.4,12,-11,-0.3,18,18,-8,107
Cc1ccc(OC(C)C(=O)N2CCCc3ccccc32)cc1 (centres undefined),10,-3.5,5,1,-0.6,2,-16,-17,104
COc1ccc(C2N=C(N)N=C(N)N2c2ccccc2OC)cc1OC (centres undefined),6,0.5,-22,-16,-1.3,0,-1,0,113
CN=C(Nc1cccc(Cl)c1)SC1CC(=O)N(c2ccc(OC)cc2)C1=O (centres undefined),-6,0.9,-10,-5,-0.8,-2,1,-2,98
COc1ccc(S(=O)(=O)CCC(=O)NCCc2ccc(C)cc2)cc1,2,-5.4,19,-3,-4.6,-1,18,-13,101
C=C(C)n1c(=O)n(Cc2ccc(C)cc2)c2ccccc21,-1,-1.5,-15,-11,-0.9,1,12,-29,99
CC(=O)c1cccc(NC(=O)C2CCN(S(=O)(=O)c3ccccc3)CC2)c1,-5,-1.6,21,1,-4.4,-10,15,-14,94
CNCCOc1ccc(Cl)c(Cl)c1,-8,-1.0,7,-5,-3.6,-7,14,7,102
CCOC(=O)NC(NCc1ccccc1)(C(F)(F)F)C(F)(F)F,1,0.7,16,1,-2.4,-1,24,3,111
NS(=O)(=O)c1ccc(CCNC(=O)CCc2nc3ccccc3s2)cc1,-5,2.7,10,11,2.8,4,26,-10,93
O=C(CNC(=O)c1ccccc1F)OCC(=O)N1CCCc2ccccc21,4,1.4,-9,3,0.2,-2,19,-11,107
CC[C@@H](C)[C@@H](C(=O)N1CCN(C(=O)OC(C)(C)C)CC1)n1cc(CCCCNC(=O)OC(C)(C)C)nn1,3,-0.3,-22,1,-2.0,3,-1,-39,100
Cc1ccc(N2CC(C(=O)N3CCC(C(=O)Nc4nncs4)CC3)CC2=O)cc1 (centres undefined),-1,-1.4,7,4,-2.0,3,14,-19,101
O=C(Cc1nc2ccccc2[nH]1)N/N=C/c1ccccc1,21,-4.1,5,4,-4.0,5,30,-3,110
O=C(NC(=O)c1ccc(Cl)cc1)OC1CCCCC1,-3,-1.4,0,-4,-2.4,-3,23,-5,95
COc1ccc(C(=O)NCCc2ccc(S(N)(=O)=O)cc2)cc1OC,1,0.7,6,-5,-0.5,-2,11,-1,100
CC(=O)Nc1ccc2nc(CN3CCN(CC=C(C)C)C(CCO)C3)ccc2c1 (centres undefined),6,-3.0,2,-4,-3.0,-2,-8,1,104
N/C(=N\O)c1ccc(N2CCN(c3ncccc3C(F)(F)F)CC2)nc1,-27,0.5,13,4,-1.2,-4,19,-13,85

# Bioassay records as filed in PubChem BioAssay.
